# Screening data as filed in PubChem BioAssay.
# MC4R antag cAMP = MC4R antagonists of cAMP signaling, primary screen, cell-based, TR-FRET, antagonist arm of biased-ligand search; Melanocortin receptor 4 (Homo sapiens), P32245; MC4R-expressing cells, MTII-stimulated cAMP, LANCE TR-FRET; inhibition, % at 6.5 µM; hit rate 0.48% among 360,000; AID 540295, 2011;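 active = inhibition above its plate's cutoff, the mean of tested wells on that plate plus 3 SD, cut at about 29% in these data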;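 note: 0% = Melanotan II alone and 100% = Melanotan II plus saturating MCL0020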
# Target sequence (P32245 whole entry, looked up): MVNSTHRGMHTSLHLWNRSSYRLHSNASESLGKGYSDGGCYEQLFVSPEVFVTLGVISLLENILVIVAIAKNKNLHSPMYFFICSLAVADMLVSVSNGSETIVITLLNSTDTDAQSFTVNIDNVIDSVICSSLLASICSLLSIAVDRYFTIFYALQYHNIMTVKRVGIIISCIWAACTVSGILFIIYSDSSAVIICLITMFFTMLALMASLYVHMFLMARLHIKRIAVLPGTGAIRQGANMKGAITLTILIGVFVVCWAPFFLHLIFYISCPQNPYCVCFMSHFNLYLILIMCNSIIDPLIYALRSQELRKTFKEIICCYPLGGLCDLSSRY
#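 material = U2OS cells stably expressing human melanocortin 4 receptor (MC4R) | also added = Melanotan II challenge | dosing = single nominal compound dose of 6.5 µM | detection = TR-FRET with Eu-cAMP and labeled anti-cAMP, 671 nm | replication = singlicate | timing = compound 30 min, challenge 1 h, detection 1 h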
# Exocytosis inh = LAMP-1 surface exposure blockers, TALL-104 cells – cell-based, flow cytometry, MLPCN library, primary screen. inhibition, % at 10 µM. TALL-104 LAMP-1 surface exposure; cells stimulated with thapsigargin and PMA. AID 651702, 2012. hit rate 0.66% among 360,000;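 active = inhibition above about 55%, limit read from the data; inconclusive = no clear call, values can overlap the other calls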
# ABHD5-PLIN5 inh = ABHD5-PLIN5 interaction inhibitors, primary screen, cell lysate, split luciferase complementation, luminescence. Perilipin-5 (Homo sapiens) + 1-acylglycerol-3-phosphate O-acyltransferase ABHD5 (Homo …. Split G. princeps luciferase complementation, 4 h. AID 602281, 2012. hit rate 0.78% among 360,000. inhibition, % at 4 µM;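 active = inhibition above the mean inhibition across every tested compound plus 3 SD, cut at about 22% in these data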;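 note: 0% = DMSO only wells and the 100% control is not disclosed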
# H9c2 protect = cardioprotection against H2O2-induced cell death, primary screen, uHTS, H9c2 cells, ATPLite luminescence; H9c2 cardiomyocytes, H2O2 injury protection, 2 h; protection from H2O2 cell death, % at 20 µM; hit rate 0.63% among 360,000; AID 588492, 2011;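 active = compounds giving at least 50% protection of heart cells from peroxide-induced death in the single-dose screen, raw or plate-pattern-corrected value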;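 note: 0% = DMSO wells with peroxide and 100% = DMSO wells without peroxide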
# PDI inh = inhibitors of human PDI, primary screen, biochemical, turbidity, single point, plate reader | hit rate 0.052% among 350,000 | inhibition, % at 10 µM | AID 588391, 2011 | PDI insulin aggregation turbidity, A650, 90 min | Protein disulfide-isomerase (Homo sapiens), P07237;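 active = mean inhibition across replicates of 30% or more, whatever share of single replicates reach that level; inconclusive = mean inhibition below 30% while every single replicate reaches 30%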;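 note: absorbance from insulin aggregation driven by PDI reduction with DTT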
# Target sequence (P07237 whole entry, looked up): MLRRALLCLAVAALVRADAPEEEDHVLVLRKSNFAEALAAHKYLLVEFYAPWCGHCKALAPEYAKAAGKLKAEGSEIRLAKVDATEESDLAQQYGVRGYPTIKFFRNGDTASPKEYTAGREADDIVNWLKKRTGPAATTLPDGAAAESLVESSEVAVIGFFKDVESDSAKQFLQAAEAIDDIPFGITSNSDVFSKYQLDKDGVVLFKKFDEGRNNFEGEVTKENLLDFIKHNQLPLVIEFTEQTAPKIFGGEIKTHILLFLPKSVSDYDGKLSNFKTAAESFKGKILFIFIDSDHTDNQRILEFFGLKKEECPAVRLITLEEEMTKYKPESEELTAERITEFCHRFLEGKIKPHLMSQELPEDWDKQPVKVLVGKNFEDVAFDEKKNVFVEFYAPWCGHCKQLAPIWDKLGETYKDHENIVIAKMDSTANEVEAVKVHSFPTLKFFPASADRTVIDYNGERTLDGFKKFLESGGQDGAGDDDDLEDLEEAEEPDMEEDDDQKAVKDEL
# HTR2A ag = mouse Htr2a agonists via beta-arrestin recruitment, primary screen, cell-based, luminescence; activation, % at 7.6 µM; hit rate 0.66% among 360,000; 5-hydroxytryptamine receptor 2A (Mus musculus), P35363; CHO-K1 mHTR2A beta-arrestin complementation; percent of 30 µM serotonin response; AID 624169, 2012;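 active = activation above a run cutoff, the mean activation of all tested compounds plus 3 SD, cut at about 14% in these data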;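 note: 0% = plate median of compound wells and 100% = 30 µM serotonin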
# ABCB6 inh MLPCN = ABCB6 transporter inhibitors, primary screen, K562-ABCB6 cells, flow cytometry, MLPCN library. ATP-binding cassette sub-family B member 6 (Homo sapiens), Q9NP58. K562-ABCB6 porphyrin accumulation, 1 h; stronger effect = lower value. fluorescence ratio to DMSO, % at 10 µM. hit rate 0.19% among 360,000;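 active = fluorescence ratio to DMSO below 75%, the collection mean minus 3 SD; inconclusive = too few cells collected in the well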;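 note: signal is porphyrin accumulated inside mitochondria; 100% equals median channel fluorescence of DMSO control wells; lower ratio means ABCB6 inhibition with less porphyrin fluorescence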
# Glyco luc inh = increase of ERlucT glycosylation luciferase signal, primary screen, N-linked glycosylation inhibitor project, D54 ERlucT cells, luminescence, set 2; AID 588692, 2011; D54 ERlucT glycosylation luciferase reporter, 24 h; percent of 100 nM tunicamycin response; hit rate 0.23% among 360,000; reporter increase, % at 12.5 µM;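 active = mean luciferase reporter signal, scaled so untreated is 0 and the glycosylation-blocking control 100, at or above a set limit in every replicate; inconclusive = mean reaches the limit but not every replicate does; inactive = mean below the limit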;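 note: luciferase carries N-glycosylation sites so blocking glycosylation raises the light; 0% = median of neutral control wells and 100% = median of 100 nM tunicamycin wells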
# CaV13 ICDI inh = Primary screen for inhibitors of IQ motif and Ca2+-dependent inactivation inhibitor domain binding in CACNA1D, Förster resonance energy transfer in living cells, …; HEK cells, CFP/YFP FRET ICDI-IQ, plate reader, 10 min; percent FRET-ratio fall versus neutral wells; inhibition, % at 12.3 µM; hit rate 0.098% among 340,000;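 active = mean replicate inhibition of at least 30% and at least 1% of replicates passing that level; inconclusive = only one of the two criteria is met; inactive = neither criterion is met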;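 note: 0% = median of the neutral control wells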
# MC4R barr agon = MC4R agonists recruiting beta-arrestin, primary screen, cell-based, luminescence, agonist arm of biased-ligand search. activation, % at 8.9 µM. U2OS MC4R beta-arrestin complementation; percent of melanotan II response, DMSO zero. Melanocortin receptor 4 (Homo sapiens), P32245. hit rate 0.98% among 360,000;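 active = activation above a per-plate cutoff, the mean activation of sample wells on that plate plus 3 SD, cut at about 8% in these data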
# * hit, by the source's call; u = inconclusive; x = no result given. The order is random. Share with any hit: about 4.2%.
SMILES,MC4R antag cAMP,Exocytosis inh,ABHD5-PLIN5 inh,H9c2 protect,PDI inh,HTR2A ag,ABCB6 inh MLPCN,Glyco luc inh,CaV13 ICDI inh,MC4R barr agon
O=C(O)c1cc(-c2ccc(Cl)cc2)n(-c2ccccc2)n1,7,-5,-1,6,-1,3,91,0,4,-0.6
O=C(CN1C(=O)/C(=C\c2ccc(C(F)(F)F)cc2)Sc2ccccc21)NCc1ccco1,-1,-1,2,9,-8,-1,84,2,-3,4.4
C=CCNC(=O)c1cn(CC)c2cc(N3CCN(C(=O)c4ccco4)CC3)c(F)cc2c1=O,-1,0,8,27,1,5,98,-5,-2,0.2
COc1cccc(CN(C(=O)c2cccc(OC)c2)C2CCS(=O)(=O)C2)c1 (centres undefined),17,2,0,-2,-1,-4,101,1,-4,-1.4
CC(C)C[C@H](NC(=O)c1nc[nH]c1C(=O)NCCCCCNC(=O)OC(C)(C)C)C(=O)OC(C)(C)C,8,-6,-8,10,1,-2,96,-7,-5,3.3
CCOc1ccccc1N(CC(=O)NCCSc1ccccc1)S(C)(=O)=O,3,-4,2,-6,-2,-4,103,2,4,-0.3
CCCNC(=O)C1(C)CCCN(C(=O)c2c(F)ccc(C)c2F)C1 (centres undefined),13,u,-13,6,-2,5,91,5,-5,-1.2
CC(C)C[C@H](NC(=O)N1CC(=O)Nc2ccccc21)C(=O)N[C@@H](C(=O)O)c1ccccc1,6,2,3,4,9,2,102,1,-2,-0.1
COc1ccc(CCNC(=O)CC(C)S(=O)(=O)c2ccc3c(c2)NC(=O)CO3)cc1OC (centres undefined),11,-1,-1,5,-4,15*,98,0,-3,-2.6
CC1CCCC12NC(=O)NC2=O (centres undefined),-2,-2,-2,0,-8,-2,95,1,-7,-1.6
CC(C)c1ccc(/C=C2\SC(=O)N(CC(=O)NCCCn3ccnc3)C2=O)cc1,3,-3,5,-10,0,-1,99,-7,-4,-1.3
Cc1c(Br)c([N+](=O)[O-])nn1CC(=O)Nc1sc2c(c1C(=O)OC(C)C)CCC(C)C2 (centres undefined),21,-3,1,2,12,2,97,3,-3,1.9
CCC(C(=O)Nc1c[nH]c(=O)[nH]c1=O)c1ccccc1 (centres undefined),12,4,-4,5,-3,0,96,1,-4,-0.2
CC(Oc1ccc(C(C)(C)C)cc1)C(=O)NC1CC(C)(C)NC(C)(C)C1 (centres undefined),-3,-6,-2,8,2,-3,103,1,-6,-0.1
Cc1cc(C(=O)CN2C(=O)C(=O)N(Cc3ccccc3)C2=O)c(C)n1Cc1ccccc1,5,-3,-13,-6,-6,3,99,-1,-6,-3.9
C[C@@H](NCCCn1cnc2c(OCc3ccccc3)ncnc21)c1cccc2ccccc12,4,24,5,-1,3,-1,101,-2,-10,4.7
CCC(=O)N1Cc2cc(C(=O)NCCOC)nc(-c3cccc(-c4ccc(C#N)cc4)c3)c2[C@H]1CCO,x,-7,8,x,x,4,94,x,-10,x
COc1ccc(CNC(=O)C2CCCN(S(=O)(=O)c3c(C)n[nH]c3C)C2)cc1 (centres undefined),-3,2,13,5,-9,-5,100,0,x,-1.6
CC(C)(C)C(=O)Nc1ccc(-c2cc3cc(Cl)ccc3o2)cc1,2,0,-1,-11,-5,0,103,-11,-17,0.0
Cc1nnc(NC(=O)c2ccco2)s1,-3,0,-5,-4,x,0,103,1,-6,0.5
CC12CC3(C)CC(C)(C1)CC(NC(=O)N1CCCC1)(C2)C3,-1,0,6,-14,-7,-3,111,-1,-5,0.8
C/C(N)=C(/C#N)C(=O)COC(=O)c1ccc(O)cc1,5,2,11,2,11,-4,107,2,-3,-0.3
CNC(=O)c1c(NC(=O)c2ccc(S(=O)(=O)N3CC(C)OC(C)C3)cc2)sc2c1CCN(C(C)C)C2 (centres undefined),5,3,3,2,-1,3,99,1,x,-0.3
Cc1nc2scc(C)n2c(=O)c1S(=O)(=O)Nc1ccc(F)cc1,2,2,5,1,2,10,98,-1,-7,-0.9

# Profiles, looked up by structure. Order of values: MC4R antag cAMP, Exocytosis inh, ABHD5-PLIN5 inh, H9c2 protect, PDI inh, HTR2A ag, ABCB6 inh MLPCN, Glyco luc inh, CaV13 ICDI inh, MC4R barr agon
# Shown for CCC(=O)N1Cc2cc(C(=O)NCCOC)nc(-c3cccc(-c4ccc(C#N)cc4)c3)c2[C@H]1CCO : x, -7, 8, x, x, 4, 94, x, -10, x
# Shown for CC(C)(C)C(=O)Nc1ccc(-c2cc3cc(Cl)ccc3o2)cc1 : 2, 0, -1, -11, -5, 0, 103, -11, -17, 0.0
# Shown for CCC(C(=O)Nc1c[nH]c(=O)[nH]c1=O)c1ccccc1 (centres undefined) : 12, 4, -4, 5, -3, 0, 96, 1, -4, -0.2
# Shown for C/C(N)=C(/C#N)C(=O)COC(=O)c1ccc(O)cc1 : 5, 2, 11, 2, 11, -4, 107, 2, -3, -0.3
# Shown for COc1ccc(CNC(=O)C2CCCN(S(=O)(=O)c3c(C)n[nH]c3C)C2)cc1 (centres undefined) : -3, 2, 13, 5, -9, -5, 100, 0, x, -1.6

# (further entries)
SMILES,MC4R antag cAMP,Exocytosis inh,ABHD5-PLIN5 inh,H9c2 protect,PDI inh,HTR2A ag,ABCB6 inh MLPCN,Glyco luc inh,CaV13 ICDI inh,MC4R barr agon
O=C(Cc1nnc(NC(=O)c2ccccc2)s1)N/N=C\c1ccc(O)c(O)c1,7,15,1,2,24,-3,97,-2,-21,0.0
O=[N+]([O-])c1ccccc1S(=O)(=O)Nc1ccc(-c2ccc3nncn3n2)cc1,11,-2,0,5,0,9,103,2,-6,0.6
COc1ccc(NC(=O)c2cccc(Cl)c2)c[n+]1[O-],3,-11,7,14,4,5,104,-1,-1,-0.5
O=[N+]([O-])c1cc(C(F)(F)F)ccc1N1CCN(CCO)CC1,6,-3,5,5,1,-3,101,1,-4,-0.8
CCNc1nc(SC(C)C(=O)Nc2ccccc2)nc(N(C)C)n1 (centres undefined),-1,10,-4,-4,-5,-6,100,-2,-5,-1.1
O=C(COC(=O)c1ncc(Cl)c(Cl)c1Cl)NC1CCS(=O)(=O)C1 (centres undefined),11,-1,3,-3,-5,2,103,0,x,-0.8
Cc1ccc(/C=N/NC(=O)c2ccc3nc[nH]c3c2)o1,3,-6,-7,1,-1,7,98,0,-4,2.0
CCn1c(C)c(C(C)=O)c(N2CCN(C(c3ccccc3)c3ccccc3)CC2)nc1=S,5,-1,-8,0,6,-5,92,-2,3,-2.5
COC(=O)[C@@]12C[C@@H](CC(=O)N3CCC(c4ccccc4)CC3)C(=O)N(Cc3cccc4ccccc34)C1=CCC(C)(C)C2,x,-1,7,x,x,-3,x,x,-16,x
Cc1ccc(S(=O)(=O)N/N=C\c2ccc(Cl)c([N+](=O)[O-])c2)cc1,17,-4,-1,-3,8,-9,86,3,-7,1.2
COc1ccc(NC(=O)COC(=O)CCCC2=NS(=O)(=O)c3ccccc3N2)cc1Cl,-1,6,10,-3,-2,-7,101,0,-6,-4.2
Cc1cc(Cl)c(OCCCn2cncn2)c(Br)c1,2,-2,-7,-7,2,1,87,3,-4,-2.1
CCC(=O)OC1(C(C)=O)CCC2C3CCC4=CC(=O)CCC4(C)C3CCC21C (centres undefined),4,-1,3,8,-1,-2,101,-3,-7,-0.4
CCOC(=O)c1c(C)n(-c2ccc(C)cc2)c2ccc(OCC(O)CNCC3CCCO3)cc12 (centres undefined),5,12,13,-28,3,-6,98,-6,x,13*
CSc1nnc(NC(=O)c2ccc(S(=O)(=O)N3CCOCC3)cc2)s1,5,-1,3,3,-1,7,96,-1,-2,-5.1
CC(Oc1ccccc1)C(=O)Nc1ccc(NC(=O)c2ccccc2)cc1 (centres undefined),3,-1,2,4,3,7,101,0,x,0.5
O=[N+]([O-])c1cc(Cl)ccc1N1CCN(c2cccc(C(F)(F)F)c2)CC1,7,-1,-4,-10,2,3,99,-8,-5,1.2
COc1ccc(C(=O)NCC(=O)N/N=C/c2cccnc2)cc1OC,-6,3,6,-2,8,5,93,3,-4,-1.1
O=C(Cn1cc(C(F)(F)F)ccc1=O)Nc1ccccc1,1,-2,-4,1,-8,2,96,0,-5,1.8
COC(=O)C[C@@H]1C=C[C@@H](NC(=O)c2ccc3c(c2)OCO3)[C@@H](CO)O1,x,11,-2,x,x,-5,x,x,-6,x
Cc1sc2nc(CN3CCCC3)nc(Cl)c2c1C,10,1,1,9,3,-5,95,0,-5,-2.1
Cc1ccc(-c2nc3cccnc3s2)cc1NS(C)(=O)=O,0,-3,-1,3,x,-3,90,-1,-5,1.0
CCOC(=O)C1CCN(C(=O)Nc2c(-c3ccccc3)noc2C)CC1,-1,-1,-2,-5,-19,-2,100,-1,-19,-1.3
COc1cccc(-c2cn(C[C@H]3CC[C@@H]([C@@H]4CC[C@H](Cn5cc(-c6cccc(OC)c6)nn5)O4)O3)nn2)c1,7,-4,-2,30,6,-3,92,0,-10,0.2
CCNC(=S)N1CCN(S(=O)(=O)c2cccc(C(F)(F)F)c2)CC1,9,-2,-1,-6,-11,0,96,-1,-6,-2.8
Cn1c(SCC(=O)c2ccc(F)cc2)nnc1-c1cnccn1,10,-2,0,-1,-5,0,97,4,-4,-2.8
O=C1NC(=O)C2(CCC(C3CCCCC3)CC2)N1 (centres undefined),-1,-1,-7,-6,4,0,99,-1,-10,-1.1
CC(C)Cn1c(N)c(C(=O)COC(=O)Cc2cccc(C(F)(F)F)c2)c(=O)n(C)c1=O,7,14,-5,-22,-3,-4,100,2,-6,-2.2
CC(OC(=O)c1cccc(-n2cnnn2)c1)C(=O)Nc1ccc(F)cc1Cl (centres undefined),2,4,-3,-2,7,2,94,2,-6,-2.4
